TRPC4 agonist: opens the mouse TRPC4 cation channel | HEK293 TRPC4beta/mu-opioid, Fluo4 calcium fluorescence; active compounds read high | AID 2237 | Q9QUQ5 | 0.49% of 310,000 active | B-score at 10 µM;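 active = B-score above 5 SD of library B-scores, and initial fluorescence ratio not above library mean plus 5 SD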;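 note: positive B-score marks a calcium rise read as TRPC4 activation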
Target sequence (Q9QUQ5 whole entry, looked up): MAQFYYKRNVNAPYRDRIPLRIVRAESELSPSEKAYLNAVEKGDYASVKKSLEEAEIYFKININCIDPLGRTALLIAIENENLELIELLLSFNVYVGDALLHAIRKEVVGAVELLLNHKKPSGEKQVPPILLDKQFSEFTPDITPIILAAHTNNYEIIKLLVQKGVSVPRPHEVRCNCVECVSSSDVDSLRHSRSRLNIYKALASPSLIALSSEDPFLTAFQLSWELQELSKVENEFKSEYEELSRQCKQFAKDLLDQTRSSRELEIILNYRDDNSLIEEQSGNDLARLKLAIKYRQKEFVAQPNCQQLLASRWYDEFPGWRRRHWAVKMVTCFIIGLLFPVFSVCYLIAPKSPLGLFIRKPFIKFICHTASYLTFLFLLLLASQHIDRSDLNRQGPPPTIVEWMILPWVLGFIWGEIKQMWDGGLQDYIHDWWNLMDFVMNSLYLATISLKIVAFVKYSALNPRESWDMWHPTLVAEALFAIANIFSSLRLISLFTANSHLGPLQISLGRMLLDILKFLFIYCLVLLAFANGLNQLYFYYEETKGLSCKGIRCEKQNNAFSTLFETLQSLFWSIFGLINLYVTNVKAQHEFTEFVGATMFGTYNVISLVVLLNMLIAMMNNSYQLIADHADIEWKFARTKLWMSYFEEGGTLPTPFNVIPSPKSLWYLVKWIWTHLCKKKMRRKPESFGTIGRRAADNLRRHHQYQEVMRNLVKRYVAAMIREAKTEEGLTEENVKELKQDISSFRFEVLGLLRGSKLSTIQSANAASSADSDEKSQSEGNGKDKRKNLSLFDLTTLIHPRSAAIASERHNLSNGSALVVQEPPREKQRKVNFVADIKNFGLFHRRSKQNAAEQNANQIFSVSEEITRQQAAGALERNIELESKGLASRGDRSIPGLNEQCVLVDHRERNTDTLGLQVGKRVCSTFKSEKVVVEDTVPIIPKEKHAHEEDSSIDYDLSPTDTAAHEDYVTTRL
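system = HEK293 cells stably co-expressing mouse TRPC4beta and mu-opioid receptor | schedule = Fluo4 dye loading 45 min at room temperature, 110 s recording | measure = B-scored integrated calcium fluorescence ratio | signal = Fluo4 calcium-sensitive dye fluorescence, kinetic, 1 Hz baseline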
TMEM16A act: mouse TMEM16A channel activation, primary screen | Q8BHY3 | HEK293 TMEM16A/YFP-H148Q/I152L, iodide quench fluorescence; active compounds read low | B-score at 10 µM | 0.3% of 340,000 active;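 active = fluorescence-ratio B-score plate-corrected deviation score at least 3 library SD below zero, with starting fluorescence score within 5 deviations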;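 note: channel opened by trigger with iodide after compound preincubation; score built on the fluorescence ratio of max minus min over baseline; more negative score means more quench and so TMEM16A activation or potentiation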
RGS4 inh: human RGS4 inhibition; 0.45% of 310,000 active; B-score at 10 µM; HEK293 M3R/RGS4 inducible, Fluo-4 calcium flux; active compounds read high; triggered by carbachol at its EC20; P49798;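 active = B-score, a plate-corrected calcium signal, over three deviations above library mean, with baseline fluorescence within five deviations of library mean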;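 note: RGS4 expression induced by doxycycline in cells with stable M3 receptor; B-score is computed from the integrated fluorescence ratio over baseline after carbachol; higher B-score means a larger calcium signal and so more RGS4 inhibition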
TRPC6 activator: activators of mouse TRPC6 channel | HEK293-TRPC6 membrane potential dye fluorescence; active compounds read high | B-score at 10 µM | 0.13% of 310,000 active | AID 2550;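 active = B-score of the integrated fluorescence ratio above library mean plus 3 SD, and starting fluorescence ratio within library mean plus 5 SD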;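 note: higher score means more depolarization so channel activation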
TRPC4 potent: TRPC4 (mouse) allosteric potentiation | B-score at 10 µM | HEK293 TRPC4beta/mu-opioid, DAMGO EC20, Fluo-4 Ca2+ flux; active compounds read high | 0.42% of 310,000 active | Q9QUQ5;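 active = B-score of calcium response area above 5 SD of library B-scores, with initial fluorescence ratio within 5 SD of library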;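 note: B-score of integrated fluorescence ratio over time as area under calcium response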
MrgX1 antagonist: antagonists of human MrgX1 receptor. MRGX1-HEK293 calcium flux, Fluo-4, BAM8-22 antagonism; active compounds read low. B-score at 10 µM. 1.3% of 310,000 active. AID 588676;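 active = calcium-response B-score plate-corrected more than 3 library SD below zero, starting fluorescence within 5 deviations, no agonist response on first addition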;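 note: peak minus trough fluorescence over baseline after final BAM8-22 challenge near maximal dose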
TRPC4 inh: inhibitors of mouse TRPC4 channel; HEK293 TRPC4beta/mu-opioid, DAMGO-evoked Fluo4 calcium flux; active compounds read low; B-score at 10 µM; 0.39% of 300,000 active; AID 2247;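 active = B-score over 3 SD under the library average, no early fluorescence shift, positive overall ratio signal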
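Material: HEK293 cells with stable TRPC4beta plus mu-opioid receptor expression / Probe or stimulus: DAMGO in two steps, submaximal then maximal / Compound: single concentration per test compound / Technique: kinetic Fluo4 fluorescence imaging of calcium influx / Read-out: per-well B score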
TRPC6 inhibitor: inhibitors of mouse TRPC6 channel; Q61143; HEK293-TRPC6, membrane potential dye, ACh-evoked depolarization; active compounds read low; B-score at 10 µM; 1.1% of 310,000 active; AID 2553;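 active = B-score under library mean minus 3 SD, initial fluorescence not abnormally high, positive integrated signal ratio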;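 note: B-score derived from integrated fluorescence ratio over the kinetic read; more negative B-score means stronger inhibition of depolarization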
MrgX1 allo act: human MrgX1 positive allosteric modulation, primary screen. 0.63% of 310,000 active. AID 588675. B-score at 10 µM. MrgX1-HEK293, Fluo-4 calcium flux, FDSS; active compounds read high;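 active = plate-corrected calcium response at least 3 library SD above typical, normal starting fluorescence, not activating the receptor alone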;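 note: compound read alongside a low EC10 to EC30 dose of BAM8-22 agonist; peak minus trough fluorescence over baseline measured at the second addition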
TMEM16A inh: inhibitors of mouse TMEM16A calcium-activated chloride channel; normalized B-score (activity score, 25-100; higher = stronger inhibition) at 10 µM; HEK293 TMEM16A/YFP iodide influx fluorescence, ionomycin; 1.2% of 310,000 active; Q8BHY3;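 active = ratio plate-corrected score three or more library SD toward inhibition, starting fluorescence score within five deviations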;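 note: score derived from kinetic fluorescence span divided by baseline fluorescence per well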
MrgX1 ag: activates human MrgX1 receptor signaling; Q96LB2; MrgX1-HEK293 cells, Fluo-4 calcium fluorescence, agonist mode; active compounds read high; B-score at 10 µM; 0.44% of 310,000 active; AID 588627;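 active = calcium response B-score plate-corrected fluorescence ratio at least 3 library SD, with starting fluorescence B-score inside 5 SD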
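Test system: HEK293 cells stably expressing human MrgX1 receptor; amount: 15,000 cells per well; doses: compound delivered in addition one of three; times: overnight plating before 1 h dye loading; detection: Fluo-4 NW calcium-flux fluorescence, kinetic read; read-out basis: B-scored fluorescence response ratio; controls: positive and negative controls per plate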
* hit, by the source's call; i = inactive; / = no result given.

no.	structure	TRPC4 agonist	TMEM16A act	RGS4 inh	TRPC6 activator	TRPC4 potent	MrgX1 antagonist	TRPC4 inh	TRPC6 inhibitor	MrgX1 allo act	TMEM16A inh	MrgX1 ag
1	C#CCNC(=O)C1=C[C@@H](c2ccccc2)C[C@@H](OCc2ccc(CO)cc2)O1	i	i	i	i	i	i	i	i	i	i	i
2	COC(=O)c1c(O)c2ccccc2[nH]c1=O	i	i	i	i	i	i	i	i	i	i	i
3	CC(=O)Nc1nc(-c2ccccc2)nc(-c2ccccc2OC(C)=O)n1	i	i	i	i	i	i	i	i	i	i	i
4	CCN(CC)c1ccc(C2Nc3cccc4cccc(c34)N2)c(O)c1	/	i	/	/	/	i	/	/	i	i	i
5	COc1ccccc1N1CCN(C2CC(=O)N(c3ccc(F)cc3)C2=O)CC1 (stereo not given)	i	i	i	i	i	i	i	i	i	i	i
6	C=CCn1c(SCC(=O)Nc2ccc(C(=O)OC(C)C)cc2)nnc1-c1cccs1	i	i	i	i	i	i	i	i	i	i	i
7	Cc1cc(C)c2c(C)nn(-c3ccccc3)c2n1	i	i	i	i	i	i	i	i	i	i	i
8	COc1ccc(/C=C/CN2CCCC(CCC(=O)NCc3ccc(F)c(F)c3)C2)cc1 (stereo not given)	i	i	i	i	i	i	i	-7.37*	i	i	i
9	COc1ccccc1N(CC(N)=O)S(=O)(=O)c1ccc(C)cc1	i	i	i	i	i	i	i	i	i	i	i
10	CCN(CC)S(=O)(=O)c1ccc(OC)c(NC(=O)C(Cc2ccccc2)N2C(=O)c3ccccc3C2=O)c1 (stereo not given)	i	/	i	i	i	i	i	i	i	i	i
11	Cc1ccc(NC(=S)c2ccncc2)c(C)c1	i	i	i	i	i	i	i	i	i	i	i
12	Cn1c(SCC(=O)NNC(=O)c2ccc(Br)cc2)nnc1-c1cccnc1	i	i	i	i	i	i	i	i	i	i	i
13	O=C(COc1ccccc1)NC1=NCCS1	i	i	i	i	i	i	i	i	i	i	i
14	COCCCNC(=O)Cn1cnc2sc(C)c(S(=O)(=O)N3CCN(c4ccccc4OC)CC3)c2c1=O	i	i	i	i	i	i	i	i	i	i	i
15	CCOc1ccc2nc(SC(C)C(N)=O)[nH]c2c1 (stereo not given)	i	i	i	i	i	i	i	i	i	i	i
16	CCc1ccc(Nc2oc(C)cc(=O)c2C(C)=O)cc1	i	i	i	i	i	i	i	i	i	i	i
17	CCCOC(c1ccccc1)(c1ccccc1)C(Oc1nc(C)cc(C)n1)C(=O)O (stereo not given)	i	i	i	i	i	i	i	i	i	i	i
18	Cc1nccn1-c1c2c(c(C#N)c3nc4ccccc4n13)CCC2	i	/	i	i	i	i	i	i	i	i	i
19	Cc1ccc(-c2nn(-c3ccccc3)cc2C(=O)Nc2cccc(S(=O)(=O)N3CCOCC3)c2)cc1	i	i	i	i	i	i	i	i	i	i	i
20	Cc1ccc(CS(=O)(=O)CCC(=O)NC2CC2)cc1	i	i	i	i	i	i	i	i	i	i	i
21	C=C(Br)Cn1cnc2ccccc21	i	i	i	i	i	i	i	i	i	i	i
22	CC12CC3CC(C)(C1)CC(C(=O)N1CCCC1)(C3)C2	i	i	i	i	i	i	-6*	i	i	i	i
23	COc1ccc(-c2nc(CN3CCC(C(=O)N4CCOCC4)CC3)c(C)o2)cc1C	i	i	i	i	i	i	i	i	i	i	i
24	Nc1cnccc1Oc1cccc(C(F)(F)F)c1	i	i	i	i	i	i	i	i	i	i	i
25	COc1cccc(CN2CC(C(=O)NCCC3=CCCCC3)CCC2=O)c1 (stereo not given)	i	i	i	i	i	i	i	i	i	i	i
26	CC(=O)OC[C@H]1O[C@@H](O/N=C/C[C@@H]2C=C[C@H](OC(C)=O)[C@@H](COC(C)=O)O2)[C@H](OC(C)=O)[C@@H](OC(C)=O)[C@@H]1OC(C)=O	i	/	i	i	i	i	i	i	i	i	i
27	CN1CCN(C(=O)c2cc(Cl)cc(Cl)c2)CC1	i	i	i	i	i	i	i	i	i	i	i
28	COc1ccc(OCCSc2nnc(CC(=O)Nc3cccc(Cl)c3Cl)n2C)cc1	i	i	i	i	i	i	i	i	i	i	i
29	Cc1ccc(C(=O)CCC(=O)OCC(=O)Nc2ccc3[nH]c(=O)[nH]c3c2)cc1	i	i	i	i	i	i	i	i	i	i	i
30	O=C1SC(c2ccccc2)=C/C1=C\N1CCCCC1	i	i	i	i	i	i	i	i	i	i	i
31	O=C(Oc1ccc(-c2nnco2)cc1)c1ccc(Br)o1	i	i	i	i	i	i	i	i	i	i	i
32	NNC(=O)C12CC3CC(C1)CC(n1ncnn1)(C3)C2	i	i	i	i	i	i	i	i	i	i	i
33	CC(=O)CC(C)(C)NC(C)=S	i	i	i	i	i	i	i	i	i	i	i
34	CS(=O)(=O)c1cccc(C(=O)Nc2ccc3c(c2)OCCCO3)c1	i	i	i	i	i	i	i	i	i	i	i
35	CCC1CCc2sc(C(=O)N3CCN(c4ccccn4)CC3)cc2C1 (stereo not given)	i	i	i	i	i	i	i	i	i	i	i
36	Nc1[nH]c(=O)[nH]c(=O)c1N=Nc1cccc(Cl)c1	i	i	i	i	i	i	i	i	i	i	i
37	CC(=O)Nc1ccc(S(=O)(=O)N2CCN(C(=O)Cc3ccccc3)CC2)cc1	i	i	i	i	i	i	i	i	i	i	i
38	O=C(c1ccccc1)c1ccc(C(=O)N2CCOCC2)cc1	i	i	i	i	i	i	i	i	i	i	i
39	COc1ccc(C(C(=O)NC2CCCCC2)N(Cc2ccco2)C(=O)c2snc(C(N)=O)c2N)cc1 (stereo not given)	i	i	i	i	i	/	i	i	/	/	/
40	O=C(Nc1cc(-c2ccccc2)sc1C(=O)O)c1cccc(F)c1	i	i	i	i	i	i	i	i	i	100*	i
41	COc1ccc(NC2c3ccccc3C(=O)N2Cc2ccco2)cc1OC (stereo not given)	i	i	i	i	i	-5.36*	i	i	i	i	i
42	O=C(Cn1c(C2CC2)nc2ccccc2c1=O)Nc1ccc(Br)cc1	i	i	i	i	i	i	i	i	i	i	i
43	O=C(c1ccco1)N1CCN(c2ncnc3c2[nH]c2ccc(Br)cc23)CC1	i	i	i	i	i	/	i	i	/	/	/
44	CCOc1ncccc1C(=O)OCc1cn2cc(Cl)ccc2n1	i	i	i	i	i	i	i	i	i	i	i
45	CCCCCC(=O)Nc1nc(C)c(-c2csc(Nc3ccc(Cl)cc3)n2)s1	i	i	i	i	i	i	i	i	i	i	i
46	CCOc1ccccc1N1C(=O)c2ccc(C(=O)Nc3cccnc3)cc2C1=O	i	i	i	i	i	i	i	i	i	i	i
47	CC1(C)N=C(c2ccc(Cl)cc2Cl)C(=O)N1	i	i	i	i	i	i	i	i	i	i	i
48	CCOc1ccc(C(=O)Nc2ccccc2C#N)cc1[N+](=O)[O-]	i	i	i	i	i	i	i	i	i	i	i
49	Cc1ccc(SCC2=NN(c3nc(C)cc(C)n3)C(=O)C2)cc1	i	i	i	i	i	i	i	i	i	i	i
50	O=C(CCl)c1ccc2c(c1)CCN2C(=O)C1CC1	i	/	7.12*	i	i	i	i	i	i	i	33*
51	COc1ccc(C(=O)Cn2c3ccccc3n3nc(CCC(=O)O)c(=O)nc23)cc1OC	i	i	i	i	i	i	i	i	i	i	i
52	CCOC(=O)Cn1nnc(-c2cc(OC)c(OC)c(OC)c2)n1	i	i	i	i	i	i	i	i	i	i	i
53	Cc1ccc(C)c(NS(=O)(=O)c2cc(C(=O)NCC3CCCO3)ccc2C)c1 (stereo not given)	i	i	i	i	i	i	i	i	i	i	i
54	COc1ccc(/C=C/C(=O)c2c(C)cc(C)[nH]c2=O)c2ccccc12	i	i	i	i	i	i	i	i	i	i	i
55	COc1cccc(CCNC(=O)C2CCC(=O)N(Cc3cccc(OC)c3)C2)c1 (stereo not given)	i	i	i	i	i	i	i	i	i	i	i
56	CNC(=S)N1CCC(Cc2ccccc2)CC1	i	i	i	i	i	i	i	i	i	i	i
57	CCOc1ccc(-n2ccnc(SCC(=O)Nc3ccc(CC)cc3)c2=O)cc1	i	i	i	i	i	i	i	i	i	i	i
58	C/C(=N/Nc1cc(-c2ccccc2)nc(-c2ccccc2)n1)c1ccc(O)cc1	i	i	i	i	i	i	i	i	i	i	i
59	C=CCNC(=O)NC(=O)CSc1nnc(C(F)(F)F)n1C	i	i	i	i	i	i	i	i	i	i	i
60	Cc1nc2ccc(-c3nc4cc(N)ccc4o3)cc2[nH]1	i	i	i	i	i	i	i	i	i	i	i

(more compounds)
no.	structure	TRPC4 agonist	TMEM16A act	RGS4 inh	TRPC6 activator	TRPC4 potent	MrgX1 antagonist	TRPC4 inh	TRPC6 inhibitor	MrgX1 allo act	TMEM16A inh	MrgX1 ag
61	O=C(Cn1cc([N+](=O)[O-])cn1)Nc1ccccn1	i	i	i	i	i	i	i	i	i	i	i
62	Cc1ccccc1C1c2[nH]c3ccccc3c2CCN1C(=O)c1ccc(=O)n(C)n1 (stereo not given)	i	i	i	i	i	i	i	i	i	i	i
63	Cc1ccccc1C(=O)NCC(=O)OC1CCCCC1=O (stereo not given)	i	i	i	i	i	i	i	i	i	i	i
64	CCCC1(CCC)NC(=O)N(CC(=O)N2CCN(C(=O)c3ccco3)CC2)C1=O	i	i	i	i	i	i	i	i	i	i	i
65	CC(=O)NNc1nc(-c2ccccc2)c2cc(Br)ccc2n1	i	i	i	i	i	i	i	i	i	i	i
66	CC(OC(=O)C(C)N1C(=O)C2C3C=CC(C4CC34)C2C1=O)C(=O)c1ccccc1 (stereo not given)	i	i	i	i	i	i	i	i	i	i	i
67	COc1cc(C(=O)NCC(=O)NCC2COc3ccccc3O2)cc(OC)c1OC (stereo not given)	i	i	i	i	i	i	i	i	i	i	i
68	COc1ccc(-n2cnnc2SCC(=O)NC2CCS(=O)(=O)C2)cc1 (stereo not given)	i	i	i	i	i	i	i	i	i	i	i

Screening results deposited in PubChem BioAssay by Johns Hopkins Ion Channel Center.
